Bioassay records as filed in PubChem.
STEP inh = STEP phosphatase inhibitors, primary screen, biochemical, fluorescence intensity, uHTS | actives 0.25% (n = 360,000) | inhibition, % at 20 µM | recombinant STEP, OMFP fluorogenic substrate | Tyrosine-protein phosphatase non-receptor type 5 (Homo sapiens), P54829 | AID 588621, 2011;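 active means inhibition at 20 µM, scaled per plate between control wells, above about 37%, limit read from the data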;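 further: 0% = DMSO with enzyme and substrate and 100% = substrate only without enzyme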
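Assay system: isolated STEP enzyme / Timing: 20 min at room temperature, dark / Doses: 20 µM, 1% DMSO / Technique: fluorescence intensity, excitation 480 nm, emission 540 nm / Reagent: fluorogenic phosphatase substrate OMFP at 25 µM final / Measure: percent inhibition scaled to no-enzyme and uninhibited-enzyme controls, plate-pattern corrected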
SUMO1-SIM PPI = modulators of SUMO1 protein-protein interactions, primary screen, biochemical, uHTS; inhibition, % at 20 µM; actives 0.33% (n = 360,000); Small ubiquitin-related modifier 1 (Homo sapiens), P63165; SUMO1 binding to a labelled peptide, TR-FRET, 1 h; AID 602429, 2012; in the data active means inhibition above about 37%
Target sequence (P63165 whole entry, looked up): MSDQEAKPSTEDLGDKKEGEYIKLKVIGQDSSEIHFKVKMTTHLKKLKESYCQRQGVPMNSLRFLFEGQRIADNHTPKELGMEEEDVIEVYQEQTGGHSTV
LMPTP inh = LMPTP phosphatase inhibitors, primary screen, biochemical, fluorescence intensity, uHTS. Low molecular weight phosphotyrosine protein phosphatase (Homo sapiens), P24666. recombinant LMPTP-A, OMFP fluorogenic substrate. inhibition, % at 20 µM. actives 0.22% (n = 360,000). AID 651560, 2012;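 active means compounds that cut the enzyme signal by at least half of the control window in the single-dose screen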;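 further: plate controls were DMSO wells with enzyme plus substrate for no effect and substrate without enzyme for full effect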
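test system = LMPTP-A | amount = 0.625 nM LMPTP-A final | reagent = fluorogenic phosphatase substrate OMFP at 400 µM final | incubation = 50 min at room temperature | benchmarks = no-enzyme low control, uninhibited high control | medium = Bis-Tris pH 6.0, DTT, detergent | signal = fluorescence intensity of OMFP turnover product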
Rpn11 block = Rpn11 (PSMD14) deubiquitinase inhibitors, primary screen, biochemical, fluorescence polarization, uHTS. 26S proteasome non-ATPase regulatory subunit 14 (Homo sapiens), O00487. human 26S proteasome, Ub4-pepOG fluorescence polarization; 20S core pre-blocked with epoxomicin. calls only at 20 µM. actives 0.59% (n = 360,000). AID 588493, 2011;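 active means inhibition at 20 µM, scaled to each plate's controls, above about 33%, limit read from the data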
Scp-1 inhibitor = Scp-1 phosphatase inhibitors, primary screen, biochemical, colorimetric, uHTS; inhibition, % at 20 µM; AID 493091, 2011; Carboxy-terminal domain RNA polymerase II polypeptide A small phosphatase 1 (Homo …; actives 0.88% (n = 340,000); Recombinant Scp1, phosphopeptide, malachite green phosphate absorbance;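 active means inhibition above about 50% at 20 µM, limit read from the data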;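 further: plate controls were DMSO wells with enzyme for no effect and wells lacking enzyme for full effect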
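Test system: SCP-1 catalytic domain; Buffer or medium: Acidic Tris acetate buffer with magnesium and detergent; Also added: Phosphorylated 17-residue peptide substrate; Compound: single 20 µM dose, 1% DMSO; Schedule: enzyme reaction 45 min at room temperature, colour 5 min, stabilisation 30 min; Signal: Phosphate-binding colour reagent, absorbance read at 630 nm.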
TbMetRS inhib = T. brucei MetRS inhibitors, primary screen, biochemical, luminescence | methionyl-tRNA synthetase (Trypanosoma brucei brucei) | purified T. brucei MetRS, ATP depletion, Kinase-Glo luminescence | inhibition, % at 11.9 µM | actives 0.4% (n = 360,000) | AID 624268, 2012;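 active means inhibition above a per-plate cutoff of the control wells' mean inhibition plus 3 SD, cut at about 5.5% in these data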;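 further: 0% = DMSO wells median and 100% = median of wells with control inhibitor compound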
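Dosing: 11.9 µM single point; system: parasite MetRS enzyme; technique: luminescence of leftover ATP; times: 15 min enzyme-compound preincubation, 2 h reaction, 10 min detection, 25 °C; replicates: each compound tested once; read-out basis: percent inhibition relative to median high and low control wells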
CSN deneddyl inh = inhibitors of CSN-mediated cullin deneddylation, primary screen, biochemical, fluorescence polarization, uHTS. COP9 signalosome complex subunit 5 (Homo sapiens), Q92905. inhibition, % at 12.5 µM. Purified CSN, SCF-Nedd8-OG deneddylation. actives 0.38% (n = 360,000);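 active means pattern-corrected inhibition above about 35%, with an unprinted fluorescence ratio check between 0.5 and 1.5, limit read from the data, passing the limit was not always enough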;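 further: 0% = enzyme with substrate and 100% = substrate without enzyme; some results filed as inactive read as strong as hits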
Target sequence (Q92905 whole entry, looked up, one chain of several): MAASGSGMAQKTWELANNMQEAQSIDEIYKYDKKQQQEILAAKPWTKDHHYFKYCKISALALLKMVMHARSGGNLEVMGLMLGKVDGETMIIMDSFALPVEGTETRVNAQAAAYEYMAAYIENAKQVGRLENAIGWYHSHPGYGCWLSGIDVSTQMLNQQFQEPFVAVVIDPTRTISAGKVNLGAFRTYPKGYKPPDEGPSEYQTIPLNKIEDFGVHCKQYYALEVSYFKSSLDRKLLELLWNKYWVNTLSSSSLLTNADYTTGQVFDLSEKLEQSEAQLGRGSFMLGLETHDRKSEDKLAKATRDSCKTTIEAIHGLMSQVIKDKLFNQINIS
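Detection – fluorescence polarization · System – HEK293T-derived human Csn5 enzyme · Controls – substrate-only high control, full reaction low control · Timing – 90 min, room temperature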
DNMT1 block = human DNMT1 methyltransferase inhibitors, primary screen, biochemical, molecular beacon, fluorescence, HinP1I cleavage, uHTS; DNA (cytosine-5)-methyltransferase 1 (Homo sapiens), P26358; inhibition (reported as % activation of signal), % at 10 µM; actives 0.83% (n = 360,000); AID 588458, 2011; in the data active means inhibition above about 50%
NadD inh = inhibitors of S. aureus NadD, primary screen, biochemical, colorimetric, uHTS. Nicotinate-nucleotide adenylyltransferase NadD (Staphylococcus aureus N315). purified NadD enzyme, colorimetric absorbance read-out. inhibition, % at 20 µM. actives 0.78% (n = 360,000). AID 602399, 2012; in the data active means inhibition above about 26%; further: some compounds past the cut are filed as inactive
MLLE-PAM2 inh = inhibitors of PABP1 MLLE–PAM2 peptide binding, primary screen, biochemical, fluorescence polarization, FITC-PAM2, GST-MLLE; Polyadenylate-binding protein 1 (Homo sapiens), P11940; inhibition, % at 20 µM; actives 0.36% (n = 360,000); in the data active means inhibition above about 35%, passing the limit was not always enough;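 further: plate controls were DMSO wells with GST-MLLE for no effect and wells lacking GST-MLLE protein for full effect; some results filed as inactive read as strong as hits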
Target sequence (P11940 whole entry, looked up): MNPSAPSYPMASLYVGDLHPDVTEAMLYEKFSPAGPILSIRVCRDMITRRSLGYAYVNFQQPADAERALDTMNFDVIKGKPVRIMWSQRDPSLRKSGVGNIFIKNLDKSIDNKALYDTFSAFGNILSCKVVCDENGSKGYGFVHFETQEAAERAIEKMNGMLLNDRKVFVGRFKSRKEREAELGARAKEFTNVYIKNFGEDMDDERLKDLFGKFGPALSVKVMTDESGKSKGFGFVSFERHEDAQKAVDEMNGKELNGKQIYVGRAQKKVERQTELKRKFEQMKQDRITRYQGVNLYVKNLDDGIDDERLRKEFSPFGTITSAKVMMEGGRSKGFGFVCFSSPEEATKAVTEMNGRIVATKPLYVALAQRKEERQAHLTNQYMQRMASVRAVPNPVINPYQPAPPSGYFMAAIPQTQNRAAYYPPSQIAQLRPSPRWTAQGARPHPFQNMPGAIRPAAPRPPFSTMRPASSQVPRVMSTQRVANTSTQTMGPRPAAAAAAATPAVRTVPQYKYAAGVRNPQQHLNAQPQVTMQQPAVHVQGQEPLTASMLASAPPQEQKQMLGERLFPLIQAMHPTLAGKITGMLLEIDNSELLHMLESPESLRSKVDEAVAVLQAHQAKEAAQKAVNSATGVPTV
* hit, by the source's call; i = inactive; . = no result given; + = active, no number.

SMILES	STEP inh	SUMO1-SIM PPI	LMPTP inh	Rpn11 block	Scp-1 inhibitor	TbMetRS inhib	CSN deneddyl inh	DNMT1 block	NadD inh	MLLE-PAM2 inh
O=C(CCCOc1ccccc1)Nc1cccc([N+](=O)[O-])c1	-10	-23	0.2	i	-9	-0.1	-3	-4	1	-4
COc1ccc(C(=O)/C=C/c2ccccc2)c(O)c1	3	-2	3.2	i	7	-0.1	14	1	-3	-4
Cc1cc(C)c(C(=O)NC2CC(C)(C)Cc3c2cnn3-c2ccccc2)o1 (stereo not drawn)	3	2	0.1	i	-1	0.0	5	1	7	1
CCOc1ccc2ccccc2c1CNCCc1ccc(S(N)(=O)=O)cc1	1	-8	-0.3	i	-1	-0.1	5	-2	-10	-2
COc1ccc(CC(NC(C)=O)C(=O)NC2CCN(C(=O)NCc3ccccc3)CC2)cc1 (stereo not drawn)	-1	-4	-1.6	i	5	-0.6	3	2	-3	5
COc1ccc2nc(NCc3ccccc3)[nH]c2c1	5	-1	0.3	i	-7	1.3	-3	8	0	-65
Cc1cc(NC(=O)c2sccc2C)n(-c2nc3ccccc3[nH]2)n1	0	12	4.4	i	-7	-0.5	-3	-12	4	-7
Cc1ccc(-c2csc(N3CCN(c4cc5c(cc4Cl)nc(-c4ccncc4)n5CCN4CCCCC4)CC3)n2)cc1	3	8	4.1	i	12	-0.4	-3	21	31*	21
O=C(NCCN1CCN(c2cccc(Cl)c2)CC1)Nc1ccccc1	1	0	-1.1	i	2	3.8	1	5	-7	-11
COc1cc(OC)cc(C(=O)Nc2ccc(S(=O)(=O)Nc3nc(C)cc(C)n3)cc2)c1	0	4	3.8	i	1	-1.4	-13	5	2	5
CC(=O)N1CC[n+]2c(-c3ccc([N+](=O)[O-])cc3)csc21	3	-39	2.7	i	-4	-1.2	2	2	4	33
CC1Cc2ccccc2N1C(=O)CSc1nccc(=O)[nH]1 (stereo not drawn)	-1	0	0.5	i	-5	0.0	-6	-2	-2	-17
CCCc1cc(=S)n2c([nH]c3ccccc32)c1C#N	4	45*	20	i	0	-0.4	0	5	12	-53
CC(=O)N1Cc2cc(C(=O)NCc3cccc(F)c3)nc(-c3cccc(C4=CCCCC4)c3)c2[C@H]1CCO	.	3	3.1	.	.	-0.9	3	.	-7	.
O=C(c1cccc(S(=O)(=O)N2CCCCCC2)c1)N1CCN(Cc2ccccc2)CC1	-3	4	-0.2	i	-5	-0.3	2	2	6	9
O=C(O)Cn1cc(C(=O)C(F)(F)F)c2ccccc21	0	4	-0.6	i	-1	0.2	2	1	-4	3
COc1cccc(NC(=O)CN(C)C(=O)C(Sc2ccccc2)c2ccccc2)c1 (stereo not drawn)	-2	3	0.4	i	-1	-0.5	2	0	-8	7
COc1cc(OC)c(OC)cc1CNC(=O)c1cc(S(=O)(=O)N(C)c2ccccc2OC)ccc1C	-2	3	-1.0	i	-8	-0.4	2	-2	-1	-26
CC(C)(C)SCCNS(=O)(=O)c1ccccc1	0	0	-1.2	i	0	-1.2	3	1	7	-2
CSc1nc(Oc2ccccc2)c2sccc2n1	1	2	0.4	i	2	-0.4	2	0	-7	5
CC1=NN(C(N)=S)C(=O)C1N=Nc1c(Cl)cc([N+](=O)[O-])cc1Cl (stereo not drawn)	6	-19	6.0	i	4	-0.5	-5	-14	11	20
CC12CCC(=O)N1C(C(=O)NCc1ccccc1F)CS2 (stereo not drawn)	-4	1	-1.1	i	-3	-0.3	-1	2	3	12
CCC(=O)Nc1nnc(CCc2ccccc2)s1	-3	-5	-1.6	i	-2	-5.7	6	0	6	-28
CCC(=O)N1Cc2cc(C(=O)NCc3cccc(F)c3)nc(-c3cccc(C4=CCCC4)c3)c2[C@H]1CCO	.	3	1.5	.	.	-1.2	4	.	-2	.
CCc1ccc(S(=O)(=O)Nc2c(NC3CCCCC3)c3ccccc3oc2=O)cc1	4	0	1.9	i	-5	1.1	-2	3	-1	1

Structures above that contain an NH in an aromatic ring, in the order listed:
SMILES	STEP inh	SUMO1-SIM PPI	LMPTP inh	Rpn11 block	Scp-1 inhibitor	TbMetRS inhib	CSN deneddyl inh	DNMT1 block	NadD inh	MLLE-PAM2 inh
COc1ccc2nc(NCc3ccccc3)[nH]c2c1	5	-1	0.3	i	-7	1.3	-3	8	0	-65
Cc1cc(NC(=O)c2sccc2C)n(-c2nc3ccccc3[nH]2)n1	0	12	4.4	i	-7	-0.5	-3	-12	4	-7
CC1Cc2ccccc2N1C(=O)CSc1nccc(=O)[nH]1 (stereo not drawn)	-1	0	0.5	i	-5	0.0	-6	-2	-2	-17
CCCc1cc(=S)n2c([nH]c3ccccc32)c1C#N	4	45*	20	i	0	-0.4	0	5	12	-53

The main list resumes, starting two compounds before the break.
SMILES	STEP inh	SUMO1-SIM PPI	LMPTP inh	Rpn11 block	Scp-1 inhibitor	TbMetRS inhib	CSN deneddyl inh	DNMT1 block	NadD inh	MLLE-PAM2 inh
CCC(=O)N1Cc2cc(C(=O)NCc3cccc(F)c3)nc(-c3cccc(C4=CCCC4)c3)c2[C@H]1CCO	.	3	1.5	.	.	-1.2	4	.	-2	.
CCc1ccc(S(=O)(=O)Nc2c(NC3CCCCC3)c3ccccc3oc2=O)cc1	4	0	1.9	i	-5	1.1	-2	3	-1	1
COc1ccc(CCNC(=O)CNC(=O)N2CC(=O)Nc3ccccc32)cc1OC	-4	3	-1.2	i	.	0.5	3	0	-1	4
CCOc1ccc(NC(=O)CN(C)C(=O)CN2C(=O)C3CC=CCC3C2=O)cc1OCC (stereo not drawn)	3	4	-0.2	i	-3	-0.1	-1	-1	-4	-8
O=C(Cn1nc(C(=O)O)c2ccccc2c1=O)Nc1ccccc1C(F)(F)F	3	0	-1.7	i	-1	-0.3	1	2	-3	-9
O=C(/C=C/c1ccc(Cl)cc1Cl)N(Cc1ccc(Cl)cc1)C1CCS(=O)(=O)C1 (stereo not drawn)	1	-1	2.4	i	1	-0.4	-12	-4	-6	5
Cc1[nH]n(-c2ccccc2)c(=O)c1N=Nc1cccc(S(=O)(=O)N2CCOCC2)c1	0	-13	0.8	i	-9	-1.3	-1	-3	-2	-9
O=C(CCN1C(=O)/C(=C/c2cccs2)SC1=S)NC1=NCCS1	0	-18	-0.2	i	4	0.3	-15	-5	22	10
Cc1ccc(CN2CC(C(=O)Nc3ncccc3C)CC2=O)cc1 (stereo not drawn)	-4	2	-1.0	i	1	-0.3	-2	-1	-4	-9
O=C1SCC(c2ccc(Cl)cc2Cl)=NN1Cc1nnc(-c2ccccc2)o1	2	-8	2.9	i	-20	1.3	-12	-1	-1	17
Cc1ccc(S(=O)(=O)NCC(=O)N(CC(=O)NCC2CCCO2)Cc2ccccc2)cc1 (stereo not drawn)	-4	-3	-1.2	i	-1	-0.6	0	1	-1	-2
CCc1ccc(C(=O)Nc2ccc(OC)c(S(=O)(=O)N3CCOCC3)c2)cc1	10	3	-1.8	i	-7	-0.5	-4	-1	-2	7
C[C@H](CO)N1C[C@H](C)[C@@H](CN(C)S(=O)(=O)c2cccs2)Oc2ccc(NS(=O)(=O)c3ccccc3)cc2CC1=O	-2	-2	-1.1	i	-5	-1.3	3	4	5	4
CCOC(=O)C(=O)NCC(c1cccs1)S(=O)(=O)c1ccc(C)cc1 (stereo not drawn)	1	3	-0.5	i	-9	-0.4	6	0	-3	12
O=c1c2ccccc2nc2n1CC/C2=C\N1CCN(c2ccc([N+](=O)[O-])cc2)CC1	-2	-2	1.5	i	6	-1.3	2	8	5	-16
N#Cc1c(SCC(=O)Nc2nccs2)sc2c(O)cc(=O)[nH]c12	34	20	31	+	68*	1.3	12	43	11	-23
O=C(NNc1ncnc2c1cnn2-c1ccc(F)cc1)c1cccs1	1	9	-0.6	i	-5	-0.6	10	1	-2	-85
Cn1c(/C(C#N)=C(\O)c2ccc([N+](=O)[O-])cc2)nc2ccccc21	0	-9	10	i	-19	-0.5	10	7	-2	-3
O=C(O)CCC(=O)Nc1nc2nccc(-c3ccccc3)n2n1	0	3	-2.2	i	3	-0.4	2	3	-6	-1
COc1ccc(NC(=O)CS(=O)CC(=O)Nc2ccc(-n3cnnn3)c(C)c2)cc1 (stereo not drawn)	1	0	1.2	i	-6	0.8	-3	0	0	4
CC(C)(C)S(=O)(=O)N1C[C@@H]2CC/C=C\C/C=C\2[C@H]1CCO	-2	1	-1.3	i	-11	-0.1	2	6	1	5
CC(C)(C)n1nc2c(c1NC(=O)c1ccc(Cl)c([N+](=O)[O-])c1)CS(=O)(=O)C2	-5	-15	-0.7	i	8	-0.6	1	1	-1	-14
COc1ccc(NC(=O)c2nn(C)c(C(=O)Nc3ccc(OC)cc3)c2[N+](=O)[O-])cc1	-3	-1	0.0	i	-2	-0.8	1	4	-7	-3
Cc1ccc(N2C(=O)C3CCCN3C2=S)c(C)c1 (stereo not drawn)	-2	2	-0.4	i	-4	-0.2	4	0	0	-14
COc1ccc(CNC(=O)c2cnc3cc(C)ccn3c2=O)cc1	0	-11	0.3	i	6	-0.2	1	-3	3	-26
Cc1cc(=O)[nH]c2c1c(C)nn2C(C)(C)C	-3	-3	-1.3	i	-10	0.3	1	4	-7	3
OCC(O)C1OC(c2ccccc2)OC(CO)C1O (stereo not drawn)	2	1	0.4	i	-1	-2.3	2	-1	-2	9
O=C1c2ccccc2NC(c2cccnc2)N1c1ccccc1F (stereo not drawn)	-3	-1	-1.1	i	-4	-0.6	5	3	2	14
O=C(Cc1cccs1)Nc1cccc(-c2nc3ccccc3o2)c1	-1	1	1.1	i	0	0.1	10	4	-2	-13
CCOc1ccc(NC(=O)CSc2nc3ccccc3nc2N2CC(C)OC(C)C2)cc1 (stereo not drawn)	-2	-4	2.4	i	2	-0.5	-2	-3	-4	10
